# Pemphigus Ab inh – inhibitors of pemphigus antibody binding to DSG3, primary screen, biochemical, bead-based, flow cytometry, scFv-GFP; actives 0.48% (n = 310,000); DSG3-coupled beads, scFv-anti-DSG3-GFP binding; active compounds read low; binding (percent of control), % at 10 µM; AID 588358, 2011; Desmoglein-3 (Homo sapiens), P32926;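 active = binding more than 3 SD below its plate's average and above zero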;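 note: hits lower antibody fragment binding to DSG3; some compounds called inactive have numbers as strong as hits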
# Target sequence (P32926 whole entry, looked up, the tested form may be a part): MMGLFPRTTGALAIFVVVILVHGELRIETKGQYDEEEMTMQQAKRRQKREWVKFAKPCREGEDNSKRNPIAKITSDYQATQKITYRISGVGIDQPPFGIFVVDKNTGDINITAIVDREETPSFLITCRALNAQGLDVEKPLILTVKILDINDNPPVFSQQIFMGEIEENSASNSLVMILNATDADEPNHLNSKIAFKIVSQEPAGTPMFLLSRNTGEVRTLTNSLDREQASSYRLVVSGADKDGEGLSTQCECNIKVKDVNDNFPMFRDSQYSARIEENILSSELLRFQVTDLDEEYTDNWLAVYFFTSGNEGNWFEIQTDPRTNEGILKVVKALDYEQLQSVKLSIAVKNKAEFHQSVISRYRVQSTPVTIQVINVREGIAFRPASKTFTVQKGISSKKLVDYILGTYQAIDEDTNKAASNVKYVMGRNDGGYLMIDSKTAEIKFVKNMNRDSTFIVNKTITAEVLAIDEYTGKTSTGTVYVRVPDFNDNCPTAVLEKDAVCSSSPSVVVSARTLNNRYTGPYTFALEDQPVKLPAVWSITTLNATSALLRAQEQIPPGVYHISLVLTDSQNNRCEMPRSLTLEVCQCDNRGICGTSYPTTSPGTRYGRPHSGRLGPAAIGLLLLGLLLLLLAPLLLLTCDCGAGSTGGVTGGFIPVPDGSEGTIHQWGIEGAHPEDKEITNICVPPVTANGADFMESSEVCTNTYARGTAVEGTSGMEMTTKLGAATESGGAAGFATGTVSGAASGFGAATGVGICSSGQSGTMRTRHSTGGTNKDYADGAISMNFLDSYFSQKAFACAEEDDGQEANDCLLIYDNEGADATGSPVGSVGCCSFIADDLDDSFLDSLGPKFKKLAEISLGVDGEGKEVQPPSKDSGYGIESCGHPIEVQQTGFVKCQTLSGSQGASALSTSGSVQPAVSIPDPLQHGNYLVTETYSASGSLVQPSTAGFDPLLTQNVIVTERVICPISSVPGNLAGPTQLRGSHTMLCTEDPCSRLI
# Arr AP2 block – inhibitors of beta-arrestin/AP2 binding, primary screen, biochemical, GPCR trafficking, flow cytometry; inhibition, % at 10 µM; beta-arrestin 1 C-terminal peptide binding to AP2 beta2-adaptin appendage (human); actives 0.31% (n = 340,000); FITC-arrestin peptide / GST-AP2 beads; AP2 beta2 appendage carries R879A mutation;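 active = inhibition above a set limit, near 3 SD of compounds lacking own fluorescence, cut at about 54% in these data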;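 note: plate controls were DMSO wells for no effect and 5 µM unlabelled arrestin peptide for full effect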
#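 system = GST-tagged AP2 beta2-adaptin appendage (R879A) on 4 µm glutathione beads | reagent = FITC-labelled arrestin peptide probe, 50 nM final | schedule = compound with beads 12 min RT, then probe 1 h RT | signal = HyperCyt-sampled flow cytometry, FL1 channel, ex 488/em 535 nm | read-out = percent response from loss of bead-bound FITC fluorescence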
# PKA-R2B activ – activators of PKA-R2B holoenzyme, primary screen, biochemical, fluorescence polarization, Cy5-IP20, human; PKA-R2B holoenzyme dissociation; R2B truncated from residue 108, S112A mutant; 0% DMSO only, 100% 113 µM cGMP; actives 0.079% (n = 340,000); cAMP-dependent protein kinase catalytic subunit beta (Homo sapiens) + cAMP-dependent …; activation, % at 11.4 µM;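 active = activation above a cutoff set at the mean over all compounds plus 3 SD, cut at about 18% in these data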;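 note: higher means more holoenzyme dissociation and a rise in polarization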
# SR-BI DiI-HDL act – activators of SR-BI mediated DiI-HDL uptake, primary screen, ldlA[mSR-BI] CHO cells, DiI fluorescence. 3 h; 100 = double the neutral-control signal. activation, % at 12.5 µM. actives 0.096% (n = 320,000);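 active = mean replicate activation of at least 60% and every replicate at or above 60%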;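 note: 0% = median plate neutral-control signal and 100% = twice that signal; values of inactives mirror those of a sister screen read the other way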
#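 System: CHO ldlA[mSR-BI] cells / Medium: HEPES-buffered (25 mM, pH 7.4) F12 plus 0.5% BSA / Probe or stimulus: labelled HDL, 10 µg/mL / Doses: single compound concentration, delivered by pin transfer / Schedule: 3 h, 37 °C / Measured by: DiI fluorescence, bottom read / Measure: cell-associated DiI fluorescence as measure of HDL uptake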
# SUMO Mot1 rescue – yeast Mot1-301 growth rescue at high temperature, primary screen, SUMOylation pathway inhibitor project, S. cerevisiae, ATP luminescence, 38.5C; S. cerevisiae Mot1-301 growth rescue; percent above DMSO median, 100 means doubled; growth rescue, % at 18.8 µM; actives 1% (n = 320,000); AID 2716, 2010;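 active = every valid replicate shows activation above 250% relative to neutral control wells; inactive = the rest, any valid replicate at or below 250%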;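 note: OY570 slx delta 5 strain wells were the positive control but not used for scaling; some compounds called inactive have numbers as strong as hits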
# MITF act – activators of MITF-driven TRPM1 promoter reporter, primary screen, cell-based, SK-MEL-5, luciferase, single point. SK-MEL-5 TRPM1-promoter luciferase, 24 h; % of positive control, neutral wells = 0. activation, % at 12.5 µM. actives 0.75% (n = 300,000);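 active = mean activation of at least 80% with every replicate also reaching 80%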;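 note: 0% = neutral control wells and 100% = parthenolide positive control wells; values of inactives mirror those of a sister screen read the other way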
# CDK5 p35 inh – inhibitors of human CDK5/p35 kinase, primary screen, biochemical, single concentration | AID 488839, 2010 | inhibition, % at 10 µM | Cyclin-dependent kinase 5 (Homo sapiens) + Cyclin-dependent kinase 5 activator 1 (Homo … | Recombinant CDK5/p35, ADP-Glo luminescence, 60 min | actives 0.01% (n = 330,000);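 active = highest replicate inhibition of at least 50% and at least 75% of replicates reaching 50%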;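 note: plate controls were DMSO neutral control for no effect and GW8510 at 10 µM for full effect; many of its hits are not listed in these tables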
# SR-BI DiI inh – inhibitors of SR-BI mediated HDL lipid uptake, primary screen, ldlA[mSR-BI] cells, fluorescence, single point; Scavenger receptor class B member 1 (Mus musculus), Q61009; ldlA[mSR-BI] CHO cells, DiI-HDL uptake fluorescence, 3 h; inhibition, % at 12.5 µM; actives 0.96% (n = 320,000); AID 488896, 2010;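 active = mean replicate inhibition of at least 70% and a set share of replicates each scoring 70 or more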;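 note: 0% = median of neutral control wells and 100% = median of positive control wells; values of inactives mirror those of a sister screen read the other way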
# dFosB act – activators of delta FosB homodimer, primary screen, biochemical, fluorescence polarization, TAMRA-CDK5 oligo, single point | Protein FosB (Mus musculus), P13346 | purified delta FosB; percent of positive-control signal above neutral wells | activation, % at 25 µM | actives 0.99% (n = 340,000);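 active = mean activation above about 17%, with every replicate also reaching it, limit read from the data, passing the limit was not always enough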;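 note: fluorescence polarization rise as delta FosB binds a TAMRA Cdk5 AP-1 oligo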
# PKA-R1A activ – activators of PKA-R1A holoenzyme, primary screen, biochemical, fluorescence polarization, Cy5-IP20, bovine R1A, mouse PKAc; actives 0.083% (n = 340,000); PKA-R1A dissociation; scaled: DMSO 0%, 113 µM cGMP 100%; activation, % at 11.4 µM;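 active = percent activation above the mean of all tested compounds plus 3 SD, cut at about 19% in these data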;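 note: higher means more PKAc released from R1A so a rise in polarization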
# NSD2 HMT inh – NSD2 histone methyltransferase inhibitors, primary screen, biochemical, AlphaScreen, single concentration, set 2. Histone-lysine N-methyltransferase NSD2 (Homo sapiens), O96028. NSD2 peptide methylation, 120 min. inhibition, % at 12.5 µM. actives 0.54% (n = 310,000). AID 743445, 2014; in the data active = inhibition above about 50%
# * marks the source's active call; other numbers are inactive results; . = no result given.
Pemphigus Ab inh	Arr AP2 block	PKA-R2B activ	SR-BI DiI-HDL act	SUMO Mot1 rescue	MITF act	CDK5 p35 inh	SR-BI DiI inh	dFosB act	PKA-R1A activ	NSD2 HMT inh	SMILES
104	7	-4	-59	61	-39	3.1	59	-8	-10	5	Cc1cccc(N2CCN(CCCNC(=O)C3CCCN(c4ncnc5c4nc4n5CCCCC4)C3)CC2C)c1 (centres undefined)
104	1	-3	23	16	9	-3.7	-23	-15	-6	0	CCOC(=O)CC(NC(=O)c1cc2cc(Cl)cc(Cl)c2oc1=O)c1cccc([N+](=O)[O-])c1 (centres undefined)
101	-5	1	-15	-12	-82	4.1	15	-9	-2	.	C=CCN=C1NN=C(c2cc(C)n(CC=C)c2C)CS1
91	9	-2	5	.	-3	-0.5	-5	-7	2	-1	Nc1nc(=S)c2ncn(C3CCCCC3)c2[nH]1
.	-1	-6	2	.	7	-1.1	-2	1	-11	8	CN(Cc1ccon1)C(=O)C1CCC(=O)N(CCc2ccc(Cl)cc2)C1 (centres undefined)
101	30	-9	18	-5	.	0.2	-18	-7	3	-2	CN(C)C(=O)COc1ccc2ccc(=O)oc2c1
112	-4	-6	19	.	-13	1.8	-19	-1	-13	4	Cc1ccc(S(=O)(=O)c2nc(S(=O)(=O)c3ccccc3)sc2N2CCN(C)CC2)cc1
101	28	-2	11	7	-8	0.1	-11	4	-3	-1	CC(=O)Nc1ccccc1OCC(O)CS(=O)(=O)c1ccc(C(F)(F)F)cn1 (centres undefined)
98	3	1	-6	16	-5	1.7	6	-21	1	0	Cc1cc(C)n(-c2ccc(C(=O)N3CCN(S(=O)(=O)c4ccc(C(C)C)cc4)CC3)cc2)n1
119	1	-7	14	-11	17	0.8	-14	-1	-2	-6	COc1ccc(OC)c(S(=O)(=O)N2CCC(C(=O)NC3CC3)CC2)c1
100	3	3	-16	1	10	0.4	16	-3	-11	17	O=C(c1ccc(F)cc1)N1CCN(c2cc(N3CCCCC3)c(F)cc2[N+](=O)[O-])CC1
107	-10	8	31	-11	20	-0.1	-31	-5	-11	1	CCCOc1cc(CN2CCCCC2)cc(C(C)=O)c1
100	3	-11	-20	.	-15	-1.5	20	-7	9	3	Clc1ccc(-n2cccc2CN2CCc3c([nH]c4ccccc34)C2c2ccccn2)nc1 (centres undefined)
99	18	-12	-46	0	3	1.0	46	2	5	4	CC1(c2ccc(OC(F)F)cc2)NC(=O)N(CC(=O)Nc2ccc(N3CCCCC3)cc2)C1=O (centres undefined)
88	17	1	0	-13	0	-0.4	0	-5	2	-1	Cc1cccc(NC(=O)CCNC(=O)c2ccco2)c1
100	-4	-4	28	11	0	-2.7	-28	-1	1	0	Cc1ccc(OCCNC(=O)c2ccc(COc3ccccc3)o2)cc1
106	20	2	15	8	74	1.8	-15	-2	-12	3	O=C(NCCCc1ccccc1)c1ccccc1
87	4	7	9	6	-3	-2.8	-9	-4	4	2	O=C(CN1CCCCC1)N1N=C(c2cccs2)CC1c1cccs1 (centres undefined)
100	0	-12	7	7	.	-1.1	-7	5	-5	0	CCOC(=O)C1=C(C)NC(C)=C(C(=O)OCC)C1c1sccc1C
109	3	-15	-9	284	-1	0.8	9	-6	3	.	COc1ccc(NC(=O)C2CCN(S(=O)(=O)c3cccc4cccnc34)CC2)cc1OC
104	8	0	-87	-14	-4	0.5	87*	-1	0	-1	CC1=C(/C=C/C(C)=N\NC(=O)c2ccncc2)C(C)(C)CCC1
107	9	2	-12	-12	-6	1.0	12	-2	13	-2	O=C(NCCCN1CCCC1=O)Nc1ccccc1F
97	-2	-7	2	-19	4	0.2	-2	-3	-12	0	Cc1nc2ccc(NS(=O)(=O)c3ccccc3F)cc2s1
98	2	3	-12	387*	2	-2.1	12	-1	0	30	COC(=O)Nc1ccc(S(=O)(=O)N2CCCC(C(=O)NC3CCS(=O)(=O)C3)C2)cc1 (centres undefined)
103	4	-12	18	-1	18	-0.4	-18	5	-10	-1	Cc1ccc(CNC(=O)CSCc2ccccc2F)cc1

Pemphigus Ab inh	Arr AP2 block	PKA-R2B activ	SR-BI DiI-HDL act	SUMO Mot1 rescue	MITF act	CDK5 p35 inh	SR-BI DiI inh	dFosB act	PKA-R1A activ	NSD2 HMT inh	SMILES
99	4	0	-6	-5	1	0.1	6	-9	4	0	CC(C)CCOc1ccc(C(=O)NN2C(=O)NC3(CCCCC3)C2=O)cc1
98	2	-8	11	-10	8	0.6	-11	-9	-4	3	CC(C)(C)c1nnc2sc(SCC(=O)NCc3ccco3)nn2c1=O
106	20	0	16	-5	-16	0.0	-16	-6	5	0	O=S(=O)(c1ccc(N2CCN(S(=O)(=O)c3ccccc3)CC2)nc1)N1CCCC1
112	-4	-1	-13	-7	.	-1.1	13	-5	-2	-6	COc1ccc(C(=O)NCCSc2ccccc2C)cc1
118	60*	-5	11	-3	7	0.8	-11	-4	2	13	O=CN1CCN(C(C(=O)NC2CCCC2)c2cc3c(cc2[N+](=O)[O-])OCO3)CC1 (centres undefined)
.	6	-3	21	-6	-5	1.1	-21	-1	-14	2	CCCOC1CCCN(C(=O)c2ccc(OC3CCN(C(=O)CCOC)CC3)cc2)C1 (centres undefined)
99	8	-2	4	-3	6	3.9	-4	0	-3	.	Nc1ncnc2c1ncn2[C@@H]1O[C@H](CO)C[C@H]1O
99	6	10	-42	-13	-2	-1.6	42	-1	-4	-4	COc1ccc(-c2csc(N(CC3CCCO3)C(=O)c3ccco3)n2)cc1 (centres undefined)
117	-2	1	7	13	10	0.0	-7	-1	-5	0	COc1ccc(Cl)cc1NS(=O)(=O)c1cccc(C(=O)NC2CC2)c1
.	-15	-3	.	1	8	-0.6	.	-9	2	-1	CN(CC(=O)NCCc1ccc(Cl)cc1)S(=O)(=O)c1cccs1
103	-1	0	-81	152	4	-0.4	81*	2	4	33	COc1cc(OC)c(OC)cc1/C=N/N(C)c1ccccc1
103	16	-5	-19	2	-2	1.1	19	3	0	13	Cc1cc(C)n(-c2nnc(N3CCN(c4ccccc4)CC3)nn2)n1
112	12	-10	10	-12	-19	-1.7	-10	-6	-2	.	COC(=O)N1C(=O)[C@](c2ccccc2)(C2CCCCC2)N1C(=O)OC
99	-1	1	-7	-4	-13	-3.1	7	-2	-2	-5	Cc1nn(-c2ncc(C(F)(F)F)cc2Cl)c(=O)n1-c1cccc(F)c1
113	22	0	29	.	-3	0.6	-29	-8	3	0	Cc1ccc(NS(=O)(=O)c2ccccc2)c(NS(=O)(=O)c2ccccc2)c1
103	-2	9	11	18	2	0.0	-11	-1	1	-1	CCOc1ccccc1C(=O)NCC(=O)NNC(=O)c1cccs1
.	8	4	-39	-13	-1	-1.0	39	-5	8	-1	S=C(Nc1cccc(Cl)c1)Nc1ccccc1Oc1ccccc1
109	4	-13	4	5	-14	-0.2	-4	1	-6	5	CC(=O)Nc1nc(C=C(Cl)Cl)cs1
98	21	2	15	20	.	0.7	-15	-1	-5	5	Cc1cc2nc(-c3ccc(=O)[nH]c3)n(C)c2cc1C
99	-10	7	18	-13	12	-2.3	-18	-7	6	-4	CCc1ccc(N(C(=O)c2csnn2)C(C(=O)NC(C)(C)CC)c2cccnc2)cc1 (centres undefined)
100	46	3	1	7	1	0.5	-1	-9	0	0	COc1ccccc1NS(=O)(=O)c1cc(C(=O)NCC(C)(C)N2CCOCC2)ccc1C
.	0	-8	19	-8	2	-0.9	-19	-9	1	2	Cc1ccc(-c2c(NC(=O)c3ccco3)oc3ccccc3c2=O)cc1
86	38	-4	26	-4	1	1.0	-26	-3	4	-1	CC1CN(CC(=O)Nc2ccc(S(N)(=O)=O)cc2)CC(C)O1 (centres undefined)

# Structures listed so far with two or more sulfur atoms, in the order listed:
Pemphigus Ab inh	Arr AP2 block	PKA-R2B activ	SR-BI DiI-HDL act	SUMO Mot1 rescue	MITF act	CDK5 p35 inh	SR-BI DiI inh	dFosB act	PKA-R1A activ	NSD2 HMT inh	SMILES
112	-4	-6	19	.	-13	1.8	-19	-1	-13	4	Cc1ccc(S(=O)(=O)c2nc(S(=O)(=O)c3ccccc3)sc2N2CCN(C)CC2)cc1
87	4	7	9	6	-3	-2.8	-9	-4	4	2	O=C(CN1CCCCC1)N1N=C(c2cccs2)CC1c1cccs1 (centres undefined)
97	-2	-7	2	-19	4	0.2	-2	-3	-12	0	Cc1nc2ccc(NS(=O)(=O)c3ccccc3F)cc2s1
98	2	3	-12	387*	2	-2.1	12	-1	0	30	COC(=O)Nc1ccc(S(=O)(=O)N2CCCC(C(=O)NC3CCS(=O)(=O)C3)C2)cc1 (centres undefined)
98	2	-8	11	-10	8	0.6	-11	-9	-4	3	CC(C)(C)c1nnc2sc(SCC(=O)NCc3ccco3)nn2c1=O
106	20	0	16	-5	-16	0.0	-16	-6	5	0	O=S(=O)(c1ccc(N2CCN(S(=O)(=O)c3ccccc3)CC2)nc1)N1CCCC1
.	-15	-3	.	1	8	-0.6	.	-9	2	-1	CN(CC(=O)NCCc1ccc(Cl)cc1)S(=O)(=O)c1cccs1
113	22	0	29	.	-3	0.6	-29	-8	3	0	Cc1ccc(NS(=O)(=O)c2ccccc2)c(NS(=O)(=O)c2ccccc2)c1
